Compound activity (PubChem)
SIAH1 antagonists = blockers of Siah-1 interaction with plectin peptide – biochemical, fluorescence polarization, rhodamine-plectin, uHTS, primary screen (AID 1817); 290,000 compounds, 0.02% hits; Siah-1 / rhodamine-plectin peptide fluorescence polarization; higher % means a stronger effect; displacement, % at 20 µM, or IC50 in µM where a hit was titrated;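 active = displacement of at least 50% at 20 µM, with a fluorescence ratio check between 0.3 and a set limit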;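 note: plate controls were Siah plus tracer with DMSO for no effect and tracer alone without Siah for full effect; strong numbers were not always called active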
XIAP antagonists = XIAP antagonists, biochemical, IAP family, fluorescence polarization (AID 1018); XIAP BIR domain, fluorescence polarization peptide displacement; higher % means a stronger effect; displacement, % at 20 µM, or IC50 in µM where a hit was titrated; 200,000 compounds, 0.007% hits; in the data active = displacement above about 50%; note: a part of the inactive calls stands beside numbers as strong as those of hits
Large T inhibition = SV40 large T antigen inhibitors, biochemical (AID 1903); SV40 large T antigen ATPase/helicase inhibition assay; higher % means a stronger effect; inhibition, % at 20 µM; hits with a dose series show IC50 in µM; 310,000 compounds, 0.39% hits; in the data active = a potency from the dose series; inconclusive = inhibition mostly from about 32% at the one dose, without a potency; inactive = the rest, 99 in 100 with inhibition below about 32%; note: strong numbers were not always called active
MgcRacGAP inhibition = MgcRacGAP GTPase-activating activity inhibitors, confirmation, biochemical, ADP Hunter fluorescence; AID 624330; inhibition, % at 30 µM; hits with a dose series show IC50 in µM; MgcRacGAP-stimulated Rac1 GTP hydrolysis, ADP Hunter fluorescence; higher % means a stronger effect; GST-tagged Rac1 F28L mutant substrate; 340,000 compounds, 0.6% hits;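 active = first-screen hits whose inhibition reached a set limit at any dose in the follow-up dose series; inconclusive = inhibition above the set first-screen limit but never retested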;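 note: fluorescence reports GDP produced by GAP-driven GTP hydrolysis; strong numbers were not always called active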
LYP phosphatase = PTPN22 lymphoid phosphatase activity blockers – biochemical, fluorescence intensity, uHTS (AID 1779). recombinant LYP phosphatase, fluorescence intensity; higher % means a stronger effect. inhibition, % at 11.5 µM, or IC50 in µM where a hit was titrated. 290,000 compounds, 0.054% hits; in the data active = inhibition above about 50%;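 note: plate controls were vehicle with enzyme for no effect and no enzyme for full effect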
RSV CPE inhibition = inhibition of RSV-induced cytopathic effect – HEp-2 cells, primary 10 µM value included (AID 2391); CPE inhibition, % at 10 µM, or IC50 in µM where a hit was titrated; HEp-2 cells, RSV-induced CPE inhibition; higher % means a stronger effect; 310,000 compounds, 0.13% hits; in the data active = a potency from the dose series; inconclusive = CPE inhibition mostly from about 23% at the one dose, without a potency; inactive = the rest, 99 in 100 with CPE inhibition below about 21%; note: strong numbers were not always called active
Dengue-2 NS5 capping = flavivirus cap methylation enzyme inhibition – biochemical, confirmation dose response, primary screen (AID 588689); Dengue-2 NS5 methyltransferase capping enzyme assay, biochemical; higher % means a stronger effect; inhibition, % at 25 µM; hits with a dose series show IC50 in µM; 340,000 compounds, 0.3% hits; in the data active = a potency from the dose series; inconclusive = inhibition above about 29% without an active follow-up result
AID2073 = inhibitors of Mint1-CaV2.2 protein interaction, biochemical, HTRF (AID 2073) | HTRF protein-protein interaction, Mint1-CaV2.2; higher % means a stronger effect | inhibition, % at 20 µM; hits with a dose series show IC50 in µM | 290,000 compounds, 0.19% hits; in the data active = inhibition mostly above about 51%, no sharp cut-off; inconclusive = no clear call, values can overlap the other calls; inactive = mostly below about 53%; note: some results filed as inactive read as strong as hits
HIV peptide binding = inhibitors of HIV fusion peptide binding, primary screen, biochemical, uHTS, fluorescence dequenching (AID 1986); 290,000 compounds, 0.3% hits; one-dose inhibition, % at 20 µM; IC50 in µM for titrated hits; cell-free peptide binding, fluorescence dequenching, 30 min; higher % means a stronger effect; in the data active = inhibition mostly above about 52%, no sharp cut-off; inactive = mostly below about 76%; note: some results filed as inactive read as strong as hits
Dengue-2 NS5 capping pilot replicate = recorded beside Dengue-2 NS5 capping, whose call it bears; inhibition, %; measured here: pilot screen replicate inhibition
* hit, by the source's call; ? = inconclusive; nt = not tested or not shown.

SMILES	SIAH1 antagonists	XIAP antagonists	Large T inhibition	MgcRacGAP inhibition	LYP phosphatase	RSV CPE inhibition	Dengue-2 NS5 capping	AID2073	HIV peptide binding	others
COc1ccccc1NC(=O)Cn1cnc2sc(C(=O)Nc3ccc(OC)c(OC)c3)c(C)c2c1=O	0%	nt	10%	11%	-4%	2.2%	-4%	11%	-1.5%
COc1cc(C=O)cc(OC)c1OS(=O)(=O)c1ccc(NC(C)=O)cc1	-1%	-2.7%	0%	-3%	-5%	0.3%	-8%	3%	-0.2%
O=C(NCCc1ccccc1)c1c(O)c2cccc3c2n(c1=O)CC3	4%	-3.1%	12%	6%	-6%	-1.7%	5%	3%	-1.7%
Cc1ccc(NC(=O)C(CC(=O)O)C2CCCO2)c(C)c1 (configuration not stated)	0%	nt	8%	6%	-5%	3.2%	2%	-4%	0.8%
Cc1c(NC(=O)c2cc(-n3cnnc3)ccc2Cl)cccc1-c1nc2ccccc2o1	-3%	-20%	4%	4%	4%	1.4%	-15%	0%	2.2%
Cc1c(C)c2c(OCC(=O)NCCCO)cc3c(c2oc1=O)CCC(C)(C)O3	-1%	nt	6%	11%	-26%	1.0%	-4%	39%	0.9%
CN(C)C(=O)CSc1nc2ccccc2n1Cc1ccccc1	-1%	-6.3%	11%	2%	1%	5.8%	1%	-3%	0.1%
Cn1c(=O)[nH]c(=O)c2[nH]c(N(Cc3ccccc3)Cc3ccccc3)nc21	1%	-3.3%	9%	5%	1%	1.1%	-5%	6%	-0.5%
CCc1ccc(CN(C)C(=O)CCc2nnc(COc3ccccc3)o2)cc1	0%	-5.3%	19%	6%	-1%	1.8%	-9%	-5%	1.6%
O=C(NCCCn1ccnc1)c1cn(-c2ccccc2)nc1-c1ccc(F)cc1	4%	-4.2%	0%	1%	1%	0.0%	-3%	-3%	0.8%
O=C(COc1ccc(Br)cc1)NCCO	8%	-6.4%	5%	1%	-10%	1.9%	-9%	0%	-1.0%
C=CCOC(=O)C1=C[C@@H](c2csc3ccccc23)C[C@@H](OCCCCO)O1	nt	nt	13%	6%	nt	7.4%	0%	nt	nt
O=C(O)C1CC(=O)N(CCc2ccccc2)C1 (configuration not stated)	2%	1.0%	9%	13%	-2%	0.9%	-5%	-7%	-1.6%
O=[N+]([O-])c1cccc2c(S(=O)(=O)N3CCCCC3)cccc12	-5%	nt	3%	11%	0%	3.8%	-5%	4%	-0.7%
NC1=NC(=O)C2(COC(c3cccc([N+](=O)[O-])c3)OC2)S1 (configuration not stated)	-2%	-6.4%	14%	7%	-2%	1.1%	6%	-1%	1.3%
COc1ccc(OC)c(S(=O)(=O)N(C)CC(=O)N2CCN(c3cccc(Cl)c3)CC2)c1	0%	-14%	0%	12%	4%	-1.0%	-1%	7%	-2.0%
COc1ccc(CCNC(=O)c2cc(S(=O)(=O)N(C)c3ccccc3)ccc2Cl)cc1	0%	1.4%	20%	3%	-1%	0.3%	1%	1%	-1.1%
CCC(=O)NC(=S)NNC(=O)c1ccc(NC(=O)c2ccccc2)cc1	-16%	-2.9%	8%	7%	-7%	3.0%	-10%	25%	3.8%
CC(=O)c1ccc(NC(=O)CN(c2c(C)cccc2C)S(C)(=O)=O)cc1	7%	nt	10%	7%	-10%	1.1%	-1%	-2%	3.1%	Dengue-2 NS5 capping pilot replicate=-3.3
O=C(NCCc1ccc(Cl)cc1)C12CC3CC(CC(O)(C3)C1)C2	7%	nt	5%	7%	-6%	0.8%	1%	-3%	0.9%
Cc1sc(NC(=O)C2CC(Cl)=CCC2C(=O)O)c(C#N)c1C (configuration not stated)	2%	-6.2%	4%	9%	2%	1.7%	-1%	4%	3.7%
CC(C)NS(=O)(=O)c1ccc(OCC(N)=O)c(Cl)c1	1%	-1.7%	-1%	8%	-9%	2.4%	0%	3%	1.0%
CC1=Nc2ccccc2N=C(NC(=O)/C=C/C(=O)O)C1c1ccccc1 (configuration not stated)	-3%	nt	14%	15%	-3%	-0.2%	4%	-7%	0.4%
COC(=O)c1c(C)[nH]c(C(=O)OCC(=O)NC(C)(C)C)c1C	2%	-2.9%	2%	4%	-3%	1.5%	1%	-8%	-0.7%
COc1ccccc1C1C(C(=O)c2ccco2)=C(O)C(=O)N1c1cc(C)on1 (configuration not stated)	10%	nt	10%	4%	-4%	1.0%	-3%	14%	-0.3%
COc1ccc(/C=N\NC(=O)c2cc(OCC(F)(F)F)ccc2OCC(F)(F)F)cc1	-3%	-0.3%	6%	5%	-2%	4.1%	-6%	4%	0.5%
CC(C)OC(=O)c1cc(=O)[nH]c2ccccc12	1%	-2.5%	9%	9%	-4%	2.1%	-2%	3%	-1.8%
O=C(N/N=C/c1cccnc1)c1cccc(NC(=O)c2cccc(Br)c2)c1	7%	nt	3%	11%	-4%	4.2%	-2%	-5%	-0.8%
Cc1ccc(N(CC(=O)NC2CCCCC2)C(=O)c2ccc(C)s2)cc1	2%	-5.5%	6%	9%	4%	-0.4%	1%	3%	-2.0%
CCOC(=O)c1c(-c2cccs2)csc1N	12%	-2.3%	22%	18%	-6%	-0.1%	8%	42%	0.1%
CCCCOc1ccc(-c2nnn(C(C)(C)C(=O)OC)n2)cc1	11%	0.0%	7%	8%	2%	?	2%	2%	-0.9%
O=C(C[n+]1cc(-c2ccc(Cl)c(Cl)c2)n2c1CCC2)OCc1ccccc1	0%	-3.0%	1%	6%	-3%	0.3%	0%	-1%	1.7%
NC(=O)CSc1ncnc2c1oc1ccccc12	-1%	-4.3%	-2%	-3%	-8%	8.4%	-2%	2%	-0.5%
C=CCOc1ccccc1C1C2=C(CC(C)(C)CC2=O)Nc2c1c(=O)n(C)c(=O)n2C (configuration not stated)	4%	-3.9%	5%	11%	-5%	-0.6%	-1%	38%	-1.9%
COc1ccc(NC(=O)c2cc(Br)c(Br)s2)cn1	2%	-4.4%	8%	3%	-5%	?	1%	0%	3.1%
O=C(Oc1cncc(Cl)c1)c1sccc1Cl	nt	nt	11%	-7%	nt	1.0%	5%	nt	nt
CCC(=O)N1N=C(c2ccc(NS(C)(=O)=O)cc2)CC1c1ccc(N(C)C)cc1 (configuration not stated)	-6%	-3.1%	20%	4%	2%	7.3%	4%	21%	-0.9%
O=C(CCC1CCCC1)N1CCC(N2CCN(c3ccccc3)CC2)CC1	7%	-5.0%	4%	28%	-12%	-1.1%	-3%	1%	2.0%
Cc1[nH]c(C)c(S(=O)(=O)N2CCc3ccccc32)c1C(=O)N1CCCCC1	2%	nt	7%	4%	-11%	2.0%	-3%	-6%	-2.1%
Cc1cc(/C=C(\C#N)C(=O)Nc2ccccc2)c(C)n1-c1ccc2c(c1)OCO2	-4%	-5.2%	3%	-3%	10%	5.6%	-5%	-12%	3.9%

Looked up by compound from above:
SMILES	SIAH1 antagonists	XIAP antagonists	Large T inhibition	MgcRacGAP inhibition	LYP phosphatase	RSV CPE inhibition	Dengue-2 NS5 capping	AID2073	HIV peptide binding	others
CCC(=O)N1N=C(c2ccc(NS(C)(=O)=O)cc2)CC1c1ccc(N(C)C)cc1 (configuration not stated)	-6%	-3.1%	20%	4%	2%	7.3%	4%	21%	-0.9%
O=C(CCC1CCCC1)N1CCC(N2CCN(c3ccccc3)CC2)CC1	7%	-5.0%	4%	28%	-12%	-1.1%	-3%	1%	2.0%

The results go on:
SMILES	SIAH1 antagonists	XIAP antagonists	Large T inhibition	MgcRacGAP inhibition	LYP phosphatase	RSV CPE inhibition	Dengue-2 NS5 capping	AID2073	HIV peptide binding	others
CCn1c(N2CCC(C)CC2)nc2c1c(=O)n(C)c(=O)n2C	4%	-3.5%	0%	1%	-9%	0.5%	-2%	-9%	-0.9%
CCCCNc1ncnc2c1cnn2-c1ccc(C)cc1C	9%	-3.7%	3%	-4%	-7%	2.3%	2%	30%	1.6%
COCc1nc(-c2ccc(-c3ccc(C)cc3)nc2OC)no1	-1%	-0.9%	2%	6%	-8%	0.7%	-6%	4%	-1.2%
O=C(NCc1ccccc1)c1onc(CS(=O)(=O)c2ccccn2)c1C(=O)NCc1ccccc1	nt	nt	-1%	-6%	nt	1.8%	-5%	nt	nt
COc1ccccc1-c1cc(N)n(S(=O)(=O)c2ccc(F)c(C)c2)n1	7%	-1.6%	9%	-2%	1%	1.2%	-2%	0%	-1.1%
CCc1sc(N(C(=O)Cc2ccccc2)c2cccc(F)c2)nc1-c1ccc(C)cc1	0%	-3.0%	6%	8%	5%	-3.3%	7%	9%	-0.7%
O=C(CN1C(=O)C2CC=CCC2C1=O)NC1=NCCS1 (configuration not stated)	7%	-4.3%	10%	3%	-6%	2.2%	-6%	4%	-1.9%
N#CC(C#N)=C1C=C2C=C(N3CCCCC3)CCC2CC1 (configuration not stated)	4%	6.8%	?	nt	9%	0.6%	nt	-5%	151%
O=C(NNC(=O)c1csc(N2CCOCC2)n1)c1ccc(Cl)nc1	nt	nt	13%	5%	nt	-1.2%	-2%	nt	nt
COc1ccccc1NC(=S)N(Cc1ccc(Cl)cc1)CC1CCC(C(=O)O)CC1 (configuration not stated)	2%	-6.4%	22%	4%	0%	1.6%	-2%	-3%	0.8%
CCN(CC)CCNC(=O)C1c2ccccc2Oc2ccccc21	-6%	nt	1%	2%	-10%	-0.5%	3%	12%	0.0%
O=C(CSc1nnc2c3ccccc3c3ccccc3c2n1)Nc1ccccc1	-10%	-16%	-8%	nt	-4%	2.9%	nt	?	1.3%
O=C(NCc1cccnc1)C1CCN(S(=O)(=O)N2CCC3(CC2)OCCO3)CC1	6%	-4.6%	6%	2%	-2%	0.8%	-3%	9%	0.5%
CC(/C=N\Nc1nnc2c(n1)[nH]c1c(C)cccc12)=C\c1ccco1	1%	-1.5%	23%	6%	-7%	10%	5%	7%	1.8%
CC(C)(C)NCC(O)COc1c(F)cc(Br)cc1F (configuration not stated)	0%	-9.8%	19%	9%	1%	-1.8%	-5%	-2%	0.5%
O=C(O)c1cccc(S(=O)(=O)Nc2ccc3[nH]c(=O)[nH]c3c2)c1	-3%	nt	-8%	14%	-6%	-0.6%	11%	23%	-1.1%
Cc1ccc(C(=O)O/N=C(\N)c2ccc(Br)cc2)cc1	10%	-6.3%	2%	6%	-4%	1.9%	-5%	-5%	2.8%
CN1c2ccsc2/C(=N/Nc2ccccc2)CS1(=O)=O	-1%	-12%	6%	-8%	-2%	39%	-3%	-17%	-2.5%
CCOC(=O)N1CCC(NC(=O)CC(NS(=O)(=O)c2ccc(C)cc2)c2ccco2)CC1 (configuration not stated)	0%	-5.8%	4%	3%	0%	0.7%	-6%	-6%	0.1%
CCCOc1ccc(C(O)CCNC(CC(=O)O)c2ccccc2)cc1 (configuration not stated)	1%	-8.6%	12%	5%	-8%	0.0%	4%	-2%	0.1%
C=CCNC(=O)C(C)Sc1ccc(Cl)cc1 (configuration not stated)	-1%	-5.1%	10%	8%	-4%	0.6%	-10%	-2%	-1.7%
Cc1c(C(=O)N2CCCCC2)c(S(=O)(=O)N2CCN(c3ccc(Cl)cc3)CC2)c(C)n1C	-2%	nt	11%	16%	-7%	1.2%	-4%	-11%	-1.2%
